Source: PubChem (National Center for Advancing Translational Sciences (NCATS))
DT40 TDP1 no CPT = qHTS for Inhibitors of human tyrosyl-DNA phosphodiesterase 1 (TDP1): qHTS in cells in absence of CPT. AID 686978, 2013. DT40 Tdp1-/- hTDP1 cells, no CPT, ATP luminescence, 48 h. Potency, µM (top dose mostly 46.2 µM), without a hit: at the top dose activity change, negative = growth inhibition, hits mostly inhibitors. 15% of 420,000 active; further: nearly all actives have a fitted effect of over 55% in size
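No-CPT arm: Tdp1-/-;hTDP1 DT40 cells (400/well) plus compounds, incubated ≥48 hr at 37 °C. Readout CellTiter-Glo luminescence.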
TDP1 inh = blocks human tyrosyl-DNA phosphodiesterase 1 | Q9NUW8 | recombinant TDP1, AlphaScreen DNA substrate cleavage | Potency, µM (top dose mostly 130 µM), for inactives: at the top dose activity change, negative = inhibition, most hits filed as inhibitors | 0.28% of 350,000 active | AID 485290; further: nearly all actives have a fitted effect of over 40% in size
Target sequence (Q9NUW8 whole entry, looked up): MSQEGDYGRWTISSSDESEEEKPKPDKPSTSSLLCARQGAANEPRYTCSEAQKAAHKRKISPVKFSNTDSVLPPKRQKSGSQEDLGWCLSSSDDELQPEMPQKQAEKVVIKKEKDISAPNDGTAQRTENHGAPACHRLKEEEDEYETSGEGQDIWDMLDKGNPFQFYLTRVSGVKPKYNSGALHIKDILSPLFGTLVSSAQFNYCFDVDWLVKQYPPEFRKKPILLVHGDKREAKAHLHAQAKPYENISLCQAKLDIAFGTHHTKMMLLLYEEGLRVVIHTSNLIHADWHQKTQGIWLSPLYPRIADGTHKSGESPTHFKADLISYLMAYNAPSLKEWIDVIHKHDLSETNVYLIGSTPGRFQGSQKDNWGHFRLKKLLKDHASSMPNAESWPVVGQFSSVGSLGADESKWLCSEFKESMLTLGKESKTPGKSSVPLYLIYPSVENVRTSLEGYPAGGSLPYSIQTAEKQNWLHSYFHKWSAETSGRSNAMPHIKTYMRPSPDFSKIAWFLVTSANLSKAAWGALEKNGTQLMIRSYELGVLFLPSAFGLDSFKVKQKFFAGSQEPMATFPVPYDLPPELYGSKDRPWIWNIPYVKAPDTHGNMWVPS
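Enzyme-compound mixtures sat 15 min at room temperature, followed by a 5 min reaction with 15 nM final substrate and 10 min with AlphaScreen beads. Recombinant human Tdp1 was used at 1 nM final.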
N370S GC = N370S glucocerebrosidase modulation, Gaucher chaperone candidate; P04062; N370S GC spleen homogenate, 4MU-glucoside fluorescence; Potency, µM (top dose mostly 59.4 µM), inactives show at the top dose activity change, negative = inhibition, hits mostly inhibitors; 0.092% of 330,000 active; AID 2101;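 further: 0% = full enzyme activity and -100% = no enzyme basal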
Active calls of the source: *; ? = inconclusive; / = not tested or not shown; & = joins results of further samples; [ ] = remark or other dose. The call rests on the fitted dose curve; in most records, active means well fitted curve in the direction sought with a large enough effect; inconclusive means small, poorly fitted or top-dose-only effect, or another doubt; inactive means no such curve, though single readings can be large; an effect the other way counts as inactive or inconclusive. Unless noted, on the % scale 0 is the no-effect control and ±100 the full control effect; potency means the concentration at half of the fitted maximal effect. An excerpt (hit frequency here may not be typical).

SMILES	DT40 TDP1 no CPT	TDP1 inh	N370S GC
Cc1c(NC(=O)c2cc(-c3ccccc3)nc3ccccc23)c(=O)n(-c2ccccc2)n1C	?	2%	/
O=C(CSc1nc2c(c(=O)n1-c1ccc(F)cc1)SCC2)NCC1CCCO1 (stereo not given)	-2%	-2%	-3%
CC(OC(=O)c1cccnc1SCc1cc(=O)n2ccccc2n1)c1ccccn1 (stereo not given)	-22%	-4%	2%
CCCCCCCCCCCCC/C=C/[C@@H](O)[C@H](CO)NC(=O)CCCCCCC	-12%[4.12 µM]	2%&9%	?
COC(=O)C(NC(=O)c1ccc(OC)cc1)(Nc1ncc(S(=O)(=O)c2ccc([N+](=O)[O-])cc2)s1)C(F)(F)F (stereo not given)	?	12%	-3%
O=C(NCCc1cn2ccccc2n1)c1ccc(Br)o1	-29%	0%	1%
Cc1c(C(=O)NN)nn(-c2ccc(Cl)cc2)c(=O)c1C#N	-1%	8%	-5%
COC(=O)CCCC1=CC2=CC(=O)C(C)(OC(=O)c3cccs3)C(=O)C2=CN1CCN1CCOCC1 (stereo not given)	0%	9%[12.3 µM]	5%[12.8 µM]
Cc1ccc(-c2nc3ccc(Cl)cn3c2Nc2ccc3c(c2)OCCO3)s1	?	7%	/
CSc1cccc(NC(=O)C2(S(=O)(=O)c3ccc(C)cc3)CC2)c1	-21%	5%	22%
O=C(Cn1cncn1)N/N=C/c1cccc2ccccc12	-20%	1%	22%
CS(=O)(=O)N1CCC2(CC1)CN(Cc1nccs1)C2	-6%	/	-3%
CCn1c(Sc2nc(C)nc3scc(-c4cccs4)c23)n[nH]c1=O	?	9%	-11%
CC1=Nc2cc(C(=O)N3CCCC3)ccc2Sc2ccc(C)cc21	?	3%	-13%
O=C(NCC1CCCO1)c1c(O)c2cccc3c2n(c1=O)CC3 (stereo not given)	?	4%	-5%
COC(=O)[C@@]1(Cc2ccc(OC)cc2)[C@@H]2[C@@H](CC(=O)[C@H]2CC(=O)C(=O)N(C)C)CN1C(=O)c1ccccc1	?	-4%&7%	-12%&-4%
c1ccc2c(N3CCOCC3)nc(-c3ccoc3)nc2c1	-16%	/	8%
CCOCCCNC(=O)C(NC(=O)c1ccccn1)c1ccc(C)cc1 (stereo not given)	3%	-1%	16%
COc1ccc(-n2nc([N+](=O)[O-])c(=NCCc3ccccc3)n2O)cc1	?	8%	-17%
COc1ccccc1N(CC(=O)NC1CCCCC1)S(C)(=O)=O	-4%	-2%	?
Cc1ccc(C=Nc2cc([N+](=O)[O-])ccc2C)s1	-12%	2%	-1%
Cc1cc(NC(=O)CSc2nnc(-c3ccc(S(=O)(=O)N4CCCC4)cc3)n2C)no1	-4%	1%	4%
O=C(CN1CCN(c2ccc(O)cc2)CC1)Nc1ccc(-c2ccccc2)cc1	-45%	11%	-2%
C=CCn1nnnc1SCC(=O)Nc1ccc(OC)cc1	-3%	0%	10%
CCN1CCN(C(c2ccc(OC)cc2)C(O)C(=O)c2c[nH]c3ccccc23)CC1 (stereo not given)	-12%	3%	-12%

(further entries)
SMILES	DT40 TDP1 no CPT	TDP1 inh	N370S GC
O=C(Cn1nc2c(cc1=O)CCCC2)Nc1ccccc1C(F)(F)F	-7%	3%	/
COc1cccc(-c2nc3sc4c(c3c(=O)[nH]2)CCCCC4)c1	?	-1%	6%
O=C(O)/C=C/c1ccccc1Oc1ccccc1	-1%	-1%	7%
O=C(NCCCn1ccnc1)c1ccc(-c2ccccc2)cc1	?	/	-17%
Cc1cc(N2CCCCC2)nc(SCc2ccc(C#N)cc2)n1	-12%	-3%	24%
COc1ccc(C(=O)NCc2nnc(SCC(=O)Nc3cccc(OC)c3)o2)cc1	-8%	1%	3%
O=[n+]1c2c(n([O-])c3cc(Br)ccc31)CCCC2	-2%	-2%	-4%
COc1ccc2c(CSc3nnc(-c4cccnc4)n3-c3ccccc3F)cc(=O)oc2c1	-13%	5%	0%
O=C(Cn1nc(-c2ccccc2)nc(Cc2ccccc2)c1=O)Nc1ccccc1	-20%	0%	/
O=C(NCc1ccccc1)c1nc2c(nnn2Cc2cccc(Cl)c2)c(=O)[nH]1	-22%	7%	13%
CCS(=O)(=O)c1ccc(O)c(NC(=O)COc2ccc(C)cc2)c1	1%	0%	7%
O=C1NC2(CCCC2)C(=O)N1Cc1cc(=O)n2ccsc2n1	-15%	-3%	2%
CC(C)(C)OC(=O)N1CCC(c2c(C(=O)N3CCN(c4ccccn4)CC3)cnn2-c2ccccc2Cl)CC1	18µM*	6%	/
Cc1ccc(C(=O)C2(C)C3c4cc(Br)ccc4OC(=O)C32C(=O)c2ccco2)cc1 (stereo not given)	?	5%	4%
Oc1ccc(Nc2nc(Cl)nc(NCc3ccco3)n2)cc1	?	5%	?
CNC(=O)[C@H]1O[C@@H](n2cnc3c(NCc4ccc(N)cc4)ncnc32)[C@H](O)[C@@H]1O	0%	7%	3%
N#Cc1ccc(-c2csc(NC(=O)c3cc(-c4cccs4)nc4ccccc34)n2)cc1	?	/	5%
CCc1ccc(NC2=NCC(=O)N2Cc2ccc3c(c2)OCO3)cc1	-20%	-1%	-8%
O=C1C=C(c2ccc(Cl)c(C(F)(F)F)c2)C[C@@H](c2ccc(Cl)cc2)C1	?	0%	/
NC(=O)COC(=O)CCCc1c[nH]c2ccccc12	-7%	0%	-1%
CC(Oc1ccccc1)C(=O)N1CCN=C1SCc1ccc(F)cc1 (stereo not given)	-11%	/	12%
Cc1ccc(Nc2nc3ccccc3c(=O)s2)cc1	-25%	4%	-1%
COc1ccc(NC(=O)Cn2nnc(-c3ccccc3N)n2)cc1OC	-12%	3%	-5%
COc1cc(C(F)(F)F)c(C(=O)N(C)c2ccc(Cl)cc2)cn1	?	0%	21%
CCCCSc1nc2c(c(C(F)(F)F)c1C#N)CCC2	-5%	/	7%

Arranged by length of the SMILES (smallest number first): 13 of the compounds above
SMILES	DT40 TDP1 no CPT	TDP1 inh	N370S GC
O=C(O)/C=C/c1ccccc1Oc1ccccc1	-1%	-1%	7%
NC(=O)COC(=O)CCCc1c[nH]c2ccccc12	-7%	0%	-1%
CCCCSc1nc2c(c(C(F)(F)F)c1C#N)CCC2	-5%	/	7%
Cc1cc(N2CCCCC2)nc(SCc2ccc(C#N)cc2)n1	-12%	-3%	24%
O=[n+]1c2c(n([O-])c3cc(Br)ccc31)CCCC2	-2%	-2%	-4%
CC(Oc1ccccc1)C(=O)N1CCN=C1SCc1ccc(F)cc1 (stereo not given)	-11%	/	12%
O=C(Cn1nc2c(cc1=O)CCCC2)Nc1ccccc1C(F)(F)F	-7%	3%	/
CCS(=O)(=O)c1ccc(O)c(NC(=O)COc2ccc(C)cc2)c1	1%	0%	7%
O=C(NCc1ccccc1)c1nc2c(nnn2Cc2cccc(Cl)c2)c(=O)[nH]1	-22%	7%	13%
COc1ccc2c(CSc3nnc(-c4cccnc4)n3-c3ccccc3F)cc(=O)oc2c1	-13%	5%	0%
O=C1C=C(c2ccc(Cl)c(C(F)(F)F)c2)C[C@@H](c2ccc(Cl)cc2)C1	?	0%	/
Cc1ccc(C(=O)C2(C)C3c4cc(Br)ccc4OC(=O)C32C(=O)c2ccco2)cc1 (stereo not given)	?	5%	4%
CNC(=O)[C@H]1O[C@@H](n2cnc3c(NCc4ccc(N)cc4)ncnc32)[C@H](O)[C@@H]1O	0%	7%	3%

The list goes on:
SMILES	DT40 TDP1 no CPT	TDP1 inh	N370S GC
Nn1c(SCc2cn3ccsc3n2)nnc1-c1ccncc1	0%	3%	5%
O=C(CCNS(=O)(=O)c1cccc2nonc12)Nc1ccc(F)cc1	-7%	0%	/
COc1ccc2sc(-c3ccc(SC)cc3)c(C#CC(C)(C)O)c2c1	?	-4%	/
COc1cccc(C(c2c(N)[nH]c(=S)[nH]c2=O)c2c(N)[nH]c(=S)[nH]c2=O)c1	10%	/	-12%
c1coc(-c2nnc(SCc3nc4ccccc4[nH]3)o2)c1	-5%	-2%	-3%
C=CCN(C(=O)c1cc(C)cc(C)c1)C1(C(=O)Nc2ccccc2)CCN(C(C)C)CC1	?	2%	-6%
COc1cc(/C=C(\C#N)c2ccccn2)ccc1OCc1ccccc1	?	-3%	-1%
CCN(CC)CCNC(=O)/C(=N\O)c1ccccn1	-2%	-4%	-6%
CCc1ccccc1NC1=CC(=O)CC(C)(C)C1	1%	3%	24%
CCOC(=O)c1cc(-c2ccc(C)cc2)n(CC(=O)Nc2ccc(OC)cc2OC)c1C	?	-1%	/
O=C(Cc1cccs1)Nc1nnc(SCc2ccc(Br)cc2)s1	?	-2%	2%
O=C(COc1ccc(Cl)cc1)Nc1ccccc1Cl	9%	/	-3%
CC(=O)Nc1cccc(C(=O)/C=C/c2ccco2)c1	?	-12%	7%
O=C(CC(C(=O)O)c1cccc(Br)c1)c1ccc(Cl)cc1 (stereo not given)	0%	/	-2%
NS(=O)(=O)c1ccc(NC(=O)COC(=O)c2ccc(Cl)nc2)cc1	-8%	-2%	-2%
COC(=O)N(/C=C/c1ccc(OC)cc1)CCc1ccc(OC)c(OC)c1	/	6%[21 µM]	-8%[12.8 µM]
C=CCNC(=S)NNC(=O)c1cccc(Br)c1	?	-5%	8%
O=C(CSc1nc(-c2cccs2)cc(C(F)(F)F)n1)NCCCn1ccnc1	0%	8%	-12%
Cc1ccc(-c2nnn(CC(=O)N(CC(=O)NC3CCCC3)c3ccc(F)cc3)n2)o1	3%	/	-6%
CCOC(=O)Cn1c(C)nc2ccccc21	-6%	-4%	-5%
Cc1ccc(/C=N/n2c(-c3ccco3)n[nH]c2=S)cc1	4%	8%	14%
Cc1c(C)n(CC(O)CN2C(=O)c3ccccc3S2(=O)=O)c2ccccc12 (stereo not given)	3%	7%	18%
S=C(Nc1ccc(Cl)cc1)NC1CCN(Cc2ccccc2)CC1	9.2µM*	6%	-7%
CCc1ccc(C(C(=O)NCc2ccccc2)N(C(=O)c2csnn2)C2CC2)cc1 (stereo not given)	?	0%[0.0935 µM]	-8%
O=C(N/N=C/C(Br)=C/c1ccccc1)c1ccccc1[N+](=O)[O-]	13µM*	6%	-10%

The listing continues:
SMILES	DT40 TDP1 no CPT	TDP1 inh	N370S GC
CC1(C)CC(=O)C=C(c2cccc3c2Oc2ccccc2S3)C1	-28%	-8%	/
CCOC(=O)c1sc(=NC(=O)c2ccc(S(=O)(=O)N3CC(C)OC(C)C3)cc2)n(C)c1C (stereo not given)	-21%	5%	6%
Cc1ccc(C(=O)CC2(O)C(=O)N(Cc3ccccc3Cl)c3ccccc32)o1 (stereo not given)	10µM*	3%	3%
CC(=O)N1[C@@H]2CC3C4CC=C5C[C@@H](O)CC[C@]5(C)C4CC[C@]3(C)[C@@]21C(C)=O (stereo not given in full)	-25%	-3%	-3%
CCOC(=O)N1CCN(CC(=O)Nc2ccc(F)cc2F)CC1	-4%	0%	-16%
COc1ccc(C2C(C(=O)Nc3ccccc3)=C(C)Nc3c(C(=O)Nc4ccccc4)cnn32)cc1 (stereo not given)	?	2%	/
CCCOc1c(Cl)cc(C(=O)N(Cc2cccc(OC)c2)C2CCS(=O)(=O)C2)cc1Cl (stereo not given)	?	5%	/
Cc1ccc2cc(C#N)c(N3CCCN(C(=O)C4CCCO4)CC3)nc2c1C (stereo not given)	?	-4%	2%
OCCNCc1cccc(OCc2ccc(Cl)cc2)c1	?	8%	?
CCCCc1ccc(NC(=O)C(=O)NCCN2CCN(C(=O)c3ccc([N+](=O)[O-])cc3)CC2)cc1	?	12%	-3%
CC(=O)Nc1ccc(-c2nc3ccc(Cl)cc3[nH]2)cc1	-24%	/	-3%
Cc1ccc(CNC(=O)c2nccnc2C(=O)O)cc1	19%	/	-4%
O=Cc1ccc(C(=O)OCC(=O)NC(=O)Nc2ccccc2F)cc1	-11%	-4%	/
Brc1ccc(CN2C3=NCCCN3c3ccccc32)cc1	?	3%	25%
CNC(=O)CN(Cc1ccccc1)S(=O)(=O)c1ccccc1	0%	-1%	2%
Cc1ccc(NC2CC(=O)N(CCc3ccccc3)C2=O)cc1 (stereo not given)	-21%	-1%	1%
CNc1nc2c(N)ncnc2n1[C@@H]1O[C@@H]2COP(=O)(O)O[C@H]2[C@H]1O	/	10%	-3%
CNC(=O)CC1C(=O)N(c2ccc(F)cc2)C(=S)N1NC(=O)c1ccc(Cl)cc1 (stereo not given)	-18%	/	-14%
CC(CCc1ccccc1)NC(=O)c1ccccc1C(=O)O (stereo not given)	0%	/	-2%
Cc1nc2cc(C(=O)OCC(=O)Nc3ccc(C#N)cc3)ccc2n1-c1ccccc1	-18%	-1%	7%
COc1ccc(C(=O)N2CCC(NC(=O)C(Cc3ccccc3OC)NC(C)=O)CC2)cc1 (stereo not given)	1%	5%	2%
CC1CC2(CCCC2)N(C(=O)N(C)C)c2ccc(F)cc21 (stereo not given)	-6%	/	-2%
COc1cc(/C=N/n2cnnc2)ccc1OCc1ccccc1	1%	-8%	-19%
COC(=O)C1=C(C)NC(=O)NC1c1ccc(-c2ccccc2Cl)o1 (stereo not given)	16µM*	7%	-9%
Cc1ccc(S(=O)(=O)c2nnn3c2nc(N2CCC(C)CC2)c2cc(Cl)ccc23)cc1C	21µM*	0%	/
